D2 agonist: HTS Assay for Allosteric Agonists of the Human D2 Dopamine Receptor: Primary Screen for Agonists | hit rate 0.53% among 340,000 | HEK293 T-REx D2 cells, calcium flux agonist mode | activation, % at 2 µM;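 active = activation over 3 SD above normal in the single-dose calcium agonist read, cut at about 30% in these data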; note: 0% is about no effect
Target sequence (P14416 whole entry, looked up): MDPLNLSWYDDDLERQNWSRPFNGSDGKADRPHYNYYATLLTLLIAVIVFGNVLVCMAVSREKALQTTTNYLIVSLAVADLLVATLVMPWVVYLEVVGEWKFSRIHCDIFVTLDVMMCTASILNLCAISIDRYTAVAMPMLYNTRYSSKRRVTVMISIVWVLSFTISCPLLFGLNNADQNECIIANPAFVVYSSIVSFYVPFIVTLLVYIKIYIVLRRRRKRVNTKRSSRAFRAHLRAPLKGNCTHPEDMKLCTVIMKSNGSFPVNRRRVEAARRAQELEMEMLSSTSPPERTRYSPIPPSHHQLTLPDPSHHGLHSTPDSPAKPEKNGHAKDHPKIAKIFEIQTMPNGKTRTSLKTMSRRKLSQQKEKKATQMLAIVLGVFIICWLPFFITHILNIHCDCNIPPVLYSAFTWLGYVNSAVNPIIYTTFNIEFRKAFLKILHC
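Agonism scored from kinetic calcium signal (1 read/sec, 180 s) following compound pin transfer, after a 10 s baseline. Cells: HEK293 Trex line expressing inducible D2 receptor coupled to calcium, dye-loaded after overnight culture at 30 C.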
TRHR ag: qHTS for Small Molecule Agonists and Allosteric Enhancers of Human TRH Receptor: Primary Screen for Agonists; TRHR cells, calcium flux fluo-8, FDSS agonist mode; activation, % at 2 µM; Thyrotropin-releasing hormone receptor (Homo sapiens), P34981; hit rate 0.18% among 360,000; in the data active = activation above about 30%; note: 0% is about no effect
Target sequence (P34981 whole entry, looked up): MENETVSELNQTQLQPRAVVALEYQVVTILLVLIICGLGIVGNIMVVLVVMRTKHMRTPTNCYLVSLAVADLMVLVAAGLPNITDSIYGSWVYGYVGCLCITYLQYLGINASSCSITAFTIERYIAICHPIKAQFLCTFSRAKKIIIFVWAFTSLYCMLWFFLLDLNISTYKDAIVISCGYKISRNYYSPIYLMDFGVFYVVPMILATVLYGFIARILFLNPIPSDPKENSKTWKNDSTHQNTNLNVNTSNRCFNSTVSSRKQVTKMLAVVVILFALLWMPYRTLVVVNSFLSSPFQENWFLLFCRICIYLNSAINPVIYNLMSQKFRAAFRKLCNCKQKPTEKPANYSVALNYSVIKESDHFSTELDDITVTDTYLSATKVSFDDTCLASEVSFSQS
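Steps: seed TRHR cells overnight; add fluo-8 no-wash Ca dye, RT 30 min–1.5 h; record 10 s baseline; pin-transfer compounds; monitor fluorescence 1 cycle/s for the agonist window. Calcium increases flag candidate agonists.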
IDH1 R132H inh: qHTS for Inhibitors of mutant isocitrate dehydrogenase 1 (IDH1): qHTS | Isocitrate dehydrogenase [NADP] cytoplasmic (Homo sapiens), O75874 | IDH1-R132H enzyme, NADPH consumption, diaphorase/resazurin fluorescence | Potency, µM (doses to about 76.6 µM), inactives show top-dose activity change, negative = inhibition, hits mostly inhibitors | hit rate 0.093% among 390,000; note: potency is the fitted concentration of half-maximal effect; % is set by controls: 0 for no effect and ±100 for the full control effect; nearly all actives have a fitted effect of over 65% in size
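IDH1-R132H (0.5 ug/mL dispensed) in pH 7.5 Tris buffer was preincubated 30 min with compound, then given a substrate mix of 0.016 mM NADPH and 2 mM alpha-KG for 80 min at room temperature; remaining NADPH was read by diaphorase/resazurin fluorescence.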
D2 antagonist: HTS Assay for Allosteric Antagonists of the Human D2 Dopamine Receptor: Primary Screen for Antagonists | inhibition, % at 10 µM | D(2) dopamine receptor (Homo sapiens), P14416 | HEK293 TREx D2 cells, calcium flux, dopamine EC80 | hit rate 2% among 340,000 | AID 485344, 2010; in the data active = inhibition above about 30%; note: 0% is about no effect
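Tetracycline-induced HEK293 TREx cells expressing D2 receptor forced-coupled to calcium signalling, loaded with no-wash calcium dye. Compounds added and calcium flux read 180 s, then dopamine added at EC80 and read a further 180 s.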
TrxR1 substrate: qHTS Assay for Substrates of Mammalian Selenoprotein Thioredoxin Reductase 1 (TrxR1): qHTS; purified TrxR1 substrate turnover, NADPH consumption readout; Potency, µM (top dose mostly 114 µM), for the others: top-dose activity change, negative = substrate turnover; hit rate 0.01% among 390,000; AID 588456, 2011; note: potency is the fitted concentration of half-maximal effect; % is set by controls: 0 for no effect and ±100 for the full control effect; nearly all actives have a fitted effect of over 50% in size
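Rat TrxR1, dispensed at 90 nM, was prereduced with 400 uM NADPH (final) for 5 min at ~22 deg C, then incubated with compound 15 min before 400 uM selenite. A first-read NADPH fluorescence drop versus no-compound background flagged substrates.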
TRHR PAM: qHTS for Small Molecule Agonists and Allosteric Enhancers of Human TRH Receptor: Primary Screen for Enhancers | enhancement, % at 2 µM | Thyrotropin-releasing hormone receptor (Homo sapiens), P34981 | hit rate 0.66% among 360,000 | TRHR cells, fluo-8 calcium fluorescence, EC20 TRH enhancement | AID 493056, 2011; in the data active = enhancement above about 30%; note: 0% is about no effect
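Enhancer read-out: after compound pinning and an initial kinetic agonist-mode read, an EC20 of TRH (10 nM final) was injected and fluo-8 calcium signal (Ex 480/Em 530) followed at 1 s/cycle for 100 cycles in TRHR-expressing cells.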
TrxR1 inh: qHTS Assay for Inhibitors of Mammalian Selenoprotein Thioredoxin Reductase 1 (TrxR1): qHTS | recombinant rTrxR1, NADPH fluorescence consumption, selenite substrate | hit rate 1% among 390,000 | AID 588453, 2011 | Potency, µM (series often up to 114 µM), for the others: top-dose activity change, negative = inhibition, usual class: inhibitors | Thioredoxin reductase 1, cytoplasmic (Rattus norvegicus), O89049; note: potency is the fitted concentration of half-maximal effect; % is set by controls: 0 for no effect and ±100 for the full control effect; nearly all actives have a fitted effect of over 65% in size
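Rat TrxR1 (90 nM in the dispensed reagent) was pre-reduced with 400 uM NADPH for 5 min at room temperature, then incubated with compound for 15 min. After 400 uM selenite was added, NADPH fluorescence (Ex 340/Em 450 nm) was followed for 8 min.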
Pin1 inh: qHTS Assay to Find Inhibitors of Pin1 | hit rate 0.009% among 390,000 | Potency, µM (doses to about 115 µM), inactives show at the highest dose activity, negative = inhibition, usual class: inhibitors | Pin1 FP peptide displacement, HiFluor488, 10 min; active = well fitted inhibition curve with a large enough effect in the polarisation, with a control signal flat, not every such curve was filed as active; inconclusive = small, poorly fitted or top-dose-only effect, or effect the other way, or a change in a side signal; inactive = no such curve, though single readings can be large or run the other way; the % refers to the polarisation; note: potency is the fitted concentration of half-maximal effect; % is set by controls: 0 for no effect and ±100 for the full control effect
Target sequence (Q13526 whole entry, looked up): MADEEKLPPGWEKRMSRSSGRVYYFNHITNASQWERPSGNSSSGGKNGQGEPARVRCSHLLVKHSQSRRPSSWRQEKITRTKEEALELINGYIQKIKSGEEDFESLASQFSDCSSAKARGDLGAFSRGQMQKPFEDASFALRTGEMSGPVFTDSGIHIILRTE
USP1 inh: Inhibitors of USP1/UAF1: Primary Screen; hit rate 0.23% among 390,000; Ubiquitin carboxyl-terminal hydrolase 1 (Homo sapiens), O94782; recombinant USP1/UAF1, Ub-Rhodamine cleavage fluorescence; Potency, µM (series often up to 57.1 µM), inactives show at the top dose activity change, negative = inhibition, hits mostly inhibitors; AID 743255, 2014; note: potency is the fitted concentration of half-maximal effect; % is set by controls: 0 for no effect and ±100 for the full control effect; nearly all actives have a fitted effect of over 60% in size; inactives centre near -12
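USP1/UAF1 complex at 1 nM was preincubated with compound for 15 min at room temperature, then Ub-Rho substrate (150nM final) was added. Fluorescence (480/540 nm) was read kinetically, 6 reads every 60 seconds.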
The depositor's hits bear a star; ? = inconclusive; . = not tested or not shown; [ ] = remark or other dose. Unless noted, calls come from the whole dose curve; as a rule, active = well fitted inhibition curve with a large enough effect; inconclusive = small, poorly fitted or top-dose-only effect; inactive = no such curve, though single readings can be large or run the other way. The list is partial (hit frequency here may not be typical).

SMILES | D2 agonist | TRHR ag | IDH1 R132H inh | D2 antagonist | TrxR1 substrate | TRHR PAM | TrxR1 inh | Pin1 inh | USP1 inh
CCCS(=O)(=O)c1c(S(=O)(=O)CCC)c2cc(-c3ccncc3)ccn2c1C(=O)OC | -1.6 | -1.1 | 3% | -2 | 109%[activator][57.1 µM] | 2 | 34%[57.1 µM] | 7% | -8%
NC(=NC1CCCCC1)c1ccc(Cl)cc1 | 1.2 | 2.5 | 3% | 5 | -5% | -7 | 9% | -14% | -20%
O=C(Cc1ccccc1[N+](=O)[O-])NCC(O)c1ccc2c(c1)OCO2 (stereo not given) | . | . | 3% | . | 8%[11.4 µM] | . | 18%[11.4 µM] | -5% | 1%
Cc1cc(N2C(=O)C(O)=C(C(=O)c3cc4ccccc4o3)C2c2ccc(OC(C)C)cc2)no1 (stereo not given) | . | 1.8 | -6% | . | -5% | 1 | 27% | -1% | -21%
Cc1ccc(NS(=O)(=O)c2cccc(C(=O)NC3CCN(Cc4ccccc4)CC3)c2)c(C)c1 | . | . | 10% | . | 5% | . | 21% | 4% | -21%
CC1CCN(C(=O)c2ccccc2NC(=O)c2cccc(S(=O)(=O)N3CCOCC3)c2)CC1 | -2.8 | -0.7 | 10% | -11 | -5% | 0 | -9% | -3% | -8%
CC(C)n1c(O)c(N=NC(=O)CNC(=O)Cc2ccc(Cl)cc2)c2ccccc21 | -1.2 | -0.5 | 4% | 1 | -2% | -2 | 10% | -6% | -24%
Cc1cccc2cc(CN(Cc3ccco3)C(=O)c3ccco3)c(=O)[nH]c12 | 0.7 | -1.2 | -2% | -8 | 8% | -2 | 8% | 2% | 2%
COc1ccccc1NS(=O)(=O)c1ccc(C(=O)N2CCN(c3ccccc3)CC2)cc1 | 0.5 | 0.1 | 11% | -40 | 0% | 8 | 37%[activator] | -3% | -9%
Cc1ccc(SCc2[nH]nc3c2C(c2ccco2)C(C#N)=C(N)O3)cc1 (stereo not given) | -0.9 | 1.4 | -2% | 0 | -3% | -4 | ? | 7% | -10%
O=C(C1COc2cc(S(=O)(=O)Nc3ccc(Cl)cc3)ccc2O1)N1CCCC1 (stereo not given) | -1.8 | 2.4 | -12% | . | -3%[57.1 µM] | 5 | 9%[57.1 µM] | 1% | -8%
COc1ccc(N2CCN(S(C)(=O)=O)CC2)cc1 | -1.0 | -0.3 | -4% | 1 | -2% | -4 | 7% | -5% | -8%
CCN1CN=C(NS(=O)(=O)c2ccc(C)cc2)NC1 | -0.3 | 0.2 | 6% | 9 | 11% | 9 | 3% | -6% | -15%
COc1cc2nc(NC(=O)c3ccco3)sc(=O)c2cc1OC | 1.0 | 0.5 | 11% | -14 | 3% | 7 | -7% | 29% | -20%
COC(=O)c1cc(CNC(=O)c2ccccc2Cl)ccc1OC | 0.6 | -0.6 | -10% | -5 | 7%[57.1 µM] | -3 | 6%[57.1 µM] | 6% | 2%
CC(C)(C)c1ccc(NC(=O)COC(=O)c2ccc3ncsc3c2)cc1 | 0.1 | 1.9 | 2% | -12 | -11% | -6 | -8% | 3% | 0%
CCN1C[C@@H]2[C@@H]3C(=O)N(C)C(=O)[C@@H]3[C@](C)(C1=O)N2C(=O)c1ccccc1 | . | . | 10% | . | -1%[57.1 µM] | . | -5%[57.1 µM] | ? | -7%
Cc1ccc2nc(C)cc(Cl)c2c1 | 1.6 | 0.6 | -3% | -10 | -6% | 6 | -8% | 4% | -17%
CCCOc1ccc(-c2nc(N)n[nH]2)cc1 | -0.7 | -1.2 | 5% | 3 | 14% | -6 | 16% | -1% | -19%
O=C(Nc1ccc(O)c2c(=O)cc(-c3cccc(Cl)c3)oc12)c1ccc(F)cc1 | -1.6 | -0.3 | -22% | -4 | 7%[57.1 µM] | -4 | 9%[57.1 µM] | 3% | -15%

Overlap with the part before: 2 compounds, then new ones.
SMILES | D2 agonist | TRHR ag | IDH1 R132H inh | D2 antagonist | TrxR1 substrate | TRHR PAM | TrxR1 inh | Pin1 inh | USP1 inh
CCCOc1ccc(-c2nc(N)n[nH]2)cc1 | -0.7 | -1.2 | 5% | 3 | 14% | -6 | 16% | -1% | -19%
O=C(Nc1ccc(O)c2c(=O)cc(-c3cccc(Cl)c3)oc12)c1ccc(F)cc1 | -1.6 | -0.3 | -22% | -4 | 7%[57.1 µM] | -4 | 9%[57.1 µM] | 3% | -15%
CC(C)CC(=O)NC(Nc1ccc([N+](=O)[O-])cc1)C(Cl)(Cl)Cl (stereo not given) | 5.4 | 1.5 | 2% | 0 | -8% | -3 | -10% | -3% | -11%
O=C(N/N=C/c1cccc(O)c1)c1ccccc1O | -0.3 | -0.1 | 0% | -8 | 2% | 6 | 18% | -1% | -16%
Cc1cc(=O)n2c3c(cccc13)CCC2 | -0.5 | -0.3 | 7% | 4 | -4%[57.1 µM] | -4 | 12%[57.1 µM] | 1% | -22%
O=C1CN(C(=O)COC(=O)Cc2ccccc2F)c2ccccc2N1 | . | . | -6% | . | 0% | . | 32% | 0% | -12%
CCOC(=O)c1cc(-c2cccs2)nc2c1c(C)nn2-c1ccccn1 | 6.8 | 0.7 | 15µM* | -10 | 19%[57.1 µM] | -5 | 28%[57.1 µM] | 14% | -3%
O=C(COC(=O)Cc1c(Cl)cccc1Cl)NC1CCCC1 | . | . | 6% | . | -1% | . | 8% | -6% | -9%
Cc1cc(Br)ccc1SCC(=O)OCC(=O)Nc1ccccc1C#N | 0.5 | 1.4 | 9% | 12 | 3% | 6 | 14% | 12% | -19%
CC(C)C1N(C(=O)CN2CCCCC2)CCN1S(=O)(=O)c1ccccc1 (stereo not given) | 0.0 | 1.3 | -3% | -6 | 6%[57.1 µM] | -9 | 10%[57.1 µM] | 1% | -14%
C[C@H]1CCC[C@@]2(O[C@H](CCO)C[C@@H](O)[C@@H]2O)O1 | . | . | -6%[38.3 µM] | . | 2% | . | 25% | -3% | -9%
Cc1ccc(NC(=O)Cn2c(=O)oc3cc(S(=O)(=O)NCc4ccccc4)ccc32)cc1 | . | 0.1 | -13% | . | -3% | 3 | 6% | 12% | -23%
COc1ccc(CC(=O)Nc2sc3c(c2C(N)=O)CCCC3)cc1 | -1.3 | 0.4 | 0% | -7 | 4% | -1 | 19% | -4% | -29%
CCC(=O)N1c2ccccc2CC1C(=O)NCCc1ccccc1 (stereo not given) | . | 0.2 | -14% | . | 0%[57.1 µM] | -4 | 14%[57.1 µM] | -7% | -27%
O=C(Nc1cccc(OCC(=O)N2CCOCC2)c1)c1cccc([N+](=O)[O-])c1 | 0.9 | 0.5 | -8% | -10 | 1% | -9 | -7% | 10% | -19%
CC(C)(C)n1ncc2c(=O)n(CC(=O)NC3CCCCC3)cnc21 | -0.1 | 0.0 | 5% | -26 | -9% | 10 | -5% | -11% | -13%
CCOC(=O)C1=C(c2ccccc2)OC(N)=C(C#N)C1C1CCCCC1 (stereo not given) | -1.1 | 0.1 | -11% | 5 | 3% | 9 | -4%[57.1 µM] | 11% | -14%
O=C(CSc1nc2ccccc2[nH]1)Nc1ccc(N2CCOCC2)cc1 | . | 0.3 | 5% | . | 5% | 6 | 12% | -3% | -8%
COC(=O)NNC(=O)CCCOc1ccc(Cl)cc1Cl | . | -0.2 | 1% | . | -7% | -2 | -10% | 0% | -8%
Cc1cccc(OCC(=O)OCc2cc(=O)n3nc(-c4cccs4)sc3n2)c1 | 0.3 | -0.1 | -6% | . | 2%[57.1 µM] | -9 | 11%[57.1 µM] | ? | ?
Cc1ccc(N2CC(C(=O)Nc3ccc(S(=O)(=O)N4CCCC4)cc3)CC2=O)cc1 (stereo not given) | 0.2 | 0.0 | 2% | -9 | 5%[57.1 µM] | 8 | 24%[57.1 µM] | -3% | -8%
Cc1cccc(N2CC(C(=O)Nc3ccc4c(c3)OCCO4)CC2=O)c1C (stereo not given) | 0.0 | 0.2 | 21% | 7 | -4%[0.0914 µM] | -2 | 30% | -5% | -3%
CCOC(=O)c1cc(S(=O)(=O)Nc2cc(C)c(Cl)cc2OC)[nH]n1 | 0.7 | -0.4 | 12% | . | 3%[57.1 µM] | 1 | 21%[57.1 µM] | -1% | -21%
Cc1ccc(Br)cc1S(=O)(=O)N1CCN(c2ccccc2)CC1 | -0.6 | -2.5 | 0% | -13 | -11% | 9 | -12% | -4% | -24%
CCOc1cccc(C(=O)Nc2ccccc2C(=O)N2CCOCC2)c1 | 0.3 | 1.1 | 0% | 5 | 2% | -3 | 4% | 3% | -3%
CN(C)C(=S)SCC(=O)NCc1ccc(F)cc1 | 0.3 | -1.8 | -2% | 3 | 3%[57.1 µM] | -8 | 11%[57.1 µM] | -1% | -14%
c1ccc(Oc2cccc(OCCCCN3CCCC3)c2)cc1 | . | -0.7 | 0% | . | 4% | 2 | 12% | -22% | -20%
Cc1oc(C(=O)O)cc1COc1ccc2c3c(c(=O)oc2c1C)CCC3 | 0.8 | 0.3 | 7% | -1 | -10% | 7 | -10% | 2% | -2%
Cc1ccc(S(=O)(=O)Oc2ccc(/C=C(/NC(=O)c3ccccc3)C(=O)Nc3ccccc3)cc2)cc1 | -0.3 | -0.1 | 11% | -2 | -7% | 10 | -3% | 1% | -5%
O=c1[nH]c(C2CCN(S(=O)(=O)c3ccccc3F)CC2)nc2c1nnn2Cc1ccc(OC(F)(F)F)cc1 | -0.1 | -0.7 | -11% | 0 | -14% | -2 | 5% | 2% | -15%
